Compound activity from PubChem.
TRHR ag: agonists of human TRH receptor; activation, % at 2 µM; TRHR cells, calcium flux fluo-8, FDSS agonist mode; P34981; 360,000 compounds, 0.18% hits; in the data active means activation above about 30%; further: 0% is about no effect
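Fluo-8-loaded TRHR cells; 10 s baseline, compound added, kinetic Ca2+ fluorescence read 1/s, agonist mode.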
Pol kappa inh: inhibitors of human DNA polymerase kappa. Q9UBT6. purified Pol kappa, fluorescent DNA synthesis assay, 10 min. Potency, µM (top dose mostly 107 µM), inactives show at the highest dose activity, negative = inhibition, usual class: inhibitors. 400,000 compounds, 0.53% hits; further: potency means the concentration at half of the fitted maximal effect; on the % scale 0 is the no-effect control and ±100 the full control effect
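Kinetic fluorescence screen: compound preincubated 15 min RT with 10 nM enzyme; 50 nM substrate (final) initiates; reads at 0/10 min.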
Anesthetic bind: candidate novel general anesthetic via apoferritin binding; P02791; 350,000 compounds, 0.074% hits; Potency, µM (top dose mostly 77.5 µM), inactives show at the top dose activity change, negative = displacement, actives largely listed as inhibitors; apoferritin/1-aminoanthracene competitive binding, fluorescence; further: potency means the concentration at half of the fitted maximal effect; on the % scale 0 is the no-effect control and ±100 the full control effect; nearly all actives have a fitted effect of over 20% in size
Target sequence (P02791 2-175 limits assumed): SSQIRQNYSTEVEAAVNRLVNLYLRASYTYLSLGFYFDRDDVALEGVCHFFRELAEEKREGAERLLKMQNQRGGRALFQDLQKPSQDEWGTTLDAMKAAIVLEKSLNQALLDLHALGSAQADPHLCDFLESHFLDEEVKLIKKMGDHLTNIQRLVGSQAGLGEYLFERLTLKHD
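Horse-spleen apoferritin (10 uM) was mixed with 50% saturated 1-aminoanthracene in PBS, exposed to compounds for 10 min at room temperature, and read for fluorescence (ex 380 nm, em 535 nm). Competitive displacement was fitted with a four-parameter Hill equation.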
ERG Ets-DNA blk: ERG Ets/DNA interaction inhibition | P11308 | fluorescence polarization, His-ERG Ets domain / labelled DNA | AID 624246 | Potency, µM (highest dose often 76.9 µM), inactives show at the highest dose FP activity, negative = inhibition, hits mostly inhibitors | 370,000 compounds, 0.028% hits; active means well fitted inhibition curve with a large enough effect in the polarisation, with a control signal flat; inconclusive means small, poorly fitted or top-dose-only effect, or effect the other way, or a change in a side signal; inactive means no such curve, though single readings can be large or run the other way; the % refers to the polarisation;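 further: polarization taken with two DNA probes labelled with fluorescein and Texas red; potency means the concentration at half of the fitted maximal effect; % of control where 0% means no effect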
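His-tagged ERG Ets domain (1 uM in the protein solution; 300mM KCl, 50mM Tris-HCl, 1mM EDTA, 1mM DTT, pH 7.5) received compound, then a probe mix of 5 nM fluorescein-DNA and 100nM Texas-615-DNA. Fluorescence polarization was read for both dyes.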
APE1 inh: blocks human APE1 abasic DNA cleavage | recombinant APE1, TAMRA/BHQ-2 abasic DNA cleavage fluorescence | 350,000 compounds, 0.35% hits | Potency, µM (top dose mostly 65.8 µM), inactives show at the highest dose activity change, negative = inhibition, hits mostly inhibitors | P27695;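 further: potency means the concentration at half of the fitted maximal effect; plate controls were vehicle for no effect and reference inhibitor for full effect; nearly all actives have a fitted effect of over 55% in size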
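Kinetic fluorescence read (525 ex/598 em nm, three reads 60 s apart) of AP-site incision; signal = third minus first read. Enzyme 0.75 nM, dual-labelled THF duplex 50 nM, compound preincubation 15 min RT.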
ALOX12 inh: blocks human arachidonate 12S-lipoxygenase; purified 12hLO, xylenol orange hydroperoxide absorbance; Potency, µM (doses to about 108 µM), inactives show top-dose activity change, negative = inhibition, usual class: inhibitors; 580,000 compounds, 1.1% hits; further: potency means the concentration at half of the fitted maximal effect; on the % scale 0 is the no-effect control and ±100 the full control effect
Target sequence (P18054 whole entry, looked up): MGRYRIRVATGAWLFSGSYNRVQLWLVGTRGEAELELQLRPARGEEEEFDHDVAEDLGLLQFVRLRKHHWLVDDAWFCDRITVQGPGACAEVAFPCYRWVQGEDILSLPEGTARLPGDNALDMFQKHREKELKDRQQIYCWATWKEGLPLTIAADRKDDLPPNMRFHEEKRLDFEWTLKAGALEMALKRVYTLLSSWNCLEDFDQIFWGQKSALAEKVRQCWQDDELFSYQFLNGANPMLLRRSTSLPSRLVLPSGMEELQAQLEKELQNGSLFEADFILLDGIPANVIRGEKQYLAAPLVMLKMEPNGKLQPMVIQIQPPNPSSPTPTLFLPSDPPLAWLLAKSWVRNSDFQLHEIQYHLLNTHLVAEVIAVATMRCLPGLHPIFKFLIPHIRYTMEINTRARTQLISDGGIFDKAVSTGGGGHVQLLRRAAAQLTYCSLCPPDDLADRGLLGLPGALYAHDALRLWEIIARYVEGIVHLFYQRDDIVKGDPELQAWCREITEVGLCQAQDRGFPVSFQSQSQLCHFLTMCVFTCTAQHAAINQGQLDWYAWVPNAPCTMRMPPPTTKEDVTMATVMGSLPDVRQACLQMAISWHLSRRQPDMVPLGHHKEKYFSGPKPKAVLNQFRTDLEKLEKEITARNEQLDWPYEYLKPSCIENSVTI
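Purified human 12hLO at 150 nM in 25 mM Hepes, 0.01% Triton X-100, pH 7.0, preincubated 15 min at room temperature with compound. Reaction started with 40 uM arachidonic acid, 30 min at room temperature. Hydroperoxide measured by Fe-xylenol orange, 573/405 nm absorbance ratio.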
Pol beta inh: inhibitors of human DNA polymerase beta. P06746. Pol beta primer extension/strand displacement, fluorescence kinetic. Potency, µM (doses to about 114 µM), for the others: at the highest dose activity change, negative = inhibition, hits mostly inhibitors. 340,000 compounds, 1.3% hits; further: potency means the concentration at half of the fitted maximal effect; on the % scale 0 is the no-effect control and ±100 the full control effect
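Reaction started by 50 nM substrate onto compound-treated Pol beta (10 nM, 15 min preincubation, room temperature); plates read at 0 min and 10 min. Normalized concentration-effect data fitted by four-parameter Hill equation.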
BLM helicase inh: inhibitors of human Bloom syndrome helicase BLM; recombinant BLM DNA unwinding, fluorescence dequenching; 350,000 compounds, 0.2% hits; Potency, µM (highest dose often 56.1 µM), without a hit: top-dose activity change, negative = inhibition, usual class: inhibitors; P54132; AID 2528;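 further: potency means the concentration at half of the fitted maximal effect; plate controls were vehicle for no effect and no enzyme for full effect; nearly all actives have a fitted effect of over 35% in size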
POLI inh: inhibitors of human DNA polymerase iota; Pol iota fluorescent replication assay, 10 min; Potency, µM (highest dose often 115 µM), without a hit: at the highest dose activity, negative = inhibition, actives largely listed as inhibitors; 390,000 compounds, 1% hits; further: potency means the concentration at half of the fitted maximal effect
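Pol iota at 10 nM preincubated 15 min with compounds at room temperature; reaction started with fluorescent substrate, 50 nM final. Fluorescence read kinetically at 0 and 10 min; buffer-only wells as negative control.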
Starred values were filed as active, the others as inactive; u = inconclusive; x = not tested or not shown; & = joins results of further samples; [ ] = remark or other dose. Unless noted, the call rests on the fitted dose curve; in most records, active means well fitted curve in the direction sought with a large enough effect; inconclusive means small, poorly fitted or top-dose-only effect, or another doubt; inactive means no such curve, though single readings can be large; an effect the other way counts as inactive or inconclusive.

canonical_smiles,Anesthetic bind,ERG Ets-DNA blk,BLM helicase inh,ALOX12 inh,Pol beta inh,APE1 inh,POLI inh,Pol kappa inh,TRHR ag
Cc1ccc(N2CC(C(=O)NCCS(=O)(=O)N3CCN(c4ccccc4)CC3)CC2=O)cc1 (stereo not drawn),5%&-1%,-2%&-1%,-4%&-5%,u,1%&3%,-9%,31%&-15%[activator],-20%,-0.4&-0.2
Cc1ccc(C)n1-c1nnc(N2CCC(C(=O)NCCCN3CC(C)CC(C)C3)CC2)s1 (stereo not drawn),-12%,3%,0%,-1%,16%,-1%,21%,-8%,0.2
O=C(N/N=C/c1cccc(O)c1)c1ccc2c(c1)OCCO2,1%,-6%,-8%,24%,16%,-11%,3%,6%,-0.7
CC(C)(C)c1ccc(C(=O)NC(=O)COC(=O)CCS(=O)(=O)c2ccccc2)cc1,x,-14%,x,9%,x,4%,3%,-14%,-0.4
Cc1ccccc1CNC(=O)C1CCN(S(=O)(=O)Cc2ccccc2)CC1,13%,1%,-3%,-12%,0%,x,29%,9%,0.5
O=C(CCCc1ccccn1)c1cccc2ccccc12,x,-3%,x,-16%,x,x,60%[activator],-17%,x
Cc1ccc(C(=O)NCCc2nnc3ccc(SCC(=O)Nc4ccc(C)cc4C)nn23)cc1,-12%,x,-10%,-3%,48%,1%,13%,-1%,0.0
O=C(CCCSc1nc2ccccc2s1)NCc1ccc2c(c1)OCO2,3%,2%,2%,-13%,0%,0%,7%,-9%,-0.4
Cc1ccc(NC(=O)C2CCCN(S(=O)(=O)c3c(C)noc3C)C2)cc1F (stereo not drawn),-12%,14%,-4%,-23%,66%,-5%,9%,5%,0.8
COc1cc(/C=N/NC(=O)c2ccc(CSc3nncn3C)cc2)ccc1OCC(=O)N1CC(C)OC(C)C1 (stereo not drawn),-8%,2%,1%,0%,5%,-3%,21%,-10%,1.0
CCN1C(=O)c2cccc3c(NC(=O)c4ccc5c(c4)OCCO5)ccc1c23,9%,x,-7%,7%,2%,11%,-9%,-15%,1.0
Cc1ccc(S(N)(=O)=O)cc1NC(=O)c1c(-c2c(Cl)cccc2Cl)noc1C,-7%,0%,-1%,u,-9%,x,-7%,-10%,-0.2
CC(C(=O)NC1C=CS(=O)(=O)C1)N1C(=O)/C(=C/c2ccc(Cl)cc2)SC1=S (stereo not drawn),-37%,27%,-9%,40µM*,0%,-21%,-17%,-5%,0.0
Cc1csc(N2CCCC2c2nc3cc(Cl)c(N4CCCCC4)cc3n2CCOCCO)n1 (stereo not drawn),x,5%,x,-2%,x,x,44%[activator],-5%,x
COc1ccc(/C=N/NC(=O)c2ccc3nc[nH]c3c2)c(OC)c1,-8%,13%,-1%,2%,1%,4%,-21%,-27%,0.1
O=C(NCC1COc2ccccc2O1)c1ccc(Cl)c(S(=O)(=O)N2CCCC2)c1 (stereo not drawn),x,1%,x,3%,x,-2%,22%,9%,0.6
COc1ccc(/C=N/NC(=O)C(=O)N2CCCCCC2)cc1,-6%,-7%,2%,-8%,22%,-2%,13%,-4%,0.1
Cc1ccc(CC(=O)OCCNC(=O)c2cccnc2)cc1,-10%,x,0%,-25%,21%,13%,-15%,-3%,0.0
CC1(C)CC2CC(C)(CN2S(=O)(=O)c2cccc(C(N)=O)c2)C1 (stereo not drawn),x,5%,x,4%,x,-10%,11%,-7%,0.6
CCC(C)(C)C1CCc2c(sc(NC(=O)c3ccoc3C)c2C(N)=O)C1 (stereo not drawn),-10%,4%,-2%,u,u,-7%,79%[activator],-14%,0.7
Cc1ccccc1NC(=O)CSc1nc2ccc(NC(=O)CCc3ccccc3)cc2s1,-9%,2%,-1%,-4%,0%,x,33%[activator],-10%,1.3
Cc1csc(=O)n1CC(=O)OCc1cccc2ccccc12,-21%,-7%,1%,0%,-8%,5%,30%,-5%,-2.3
CC(C)c1cc(CNC(=O)CC2C(=O)NCCN2CC2CCCCC2)on1 (stereo not drawn),-23%,-11%,-3%,0%,14%,6%,48%[activator],-5%,0.1
CC(C)c1ccc(NC(=O)COC(=O)COc2ccccc2)cc1,0%,-8%,3%,-17%,2%[57.1 µM],14%,66%[activator],-10%,0.0
Cc1ccc(S(=O)(=O)N2CCC(NC(=O)c3cccnc3)CC2)cc1Cl,5%,-1%,-4%,-11%,25%,6%,75%[activator],-9%,1.0
O=C1/C(=C/c2cccs2)CCC1C1CCCC1 (stereo not drawn),u,-6%,-3%,-11%,8%,1%,35%[activator],1%,-0.6
O=C(c1ccccc1)N1CCN(S(=O)(=O)c2cccc(NS(=O)(=O)c3ccccc3)c2)CC1,-3%,-3%,7%,-9%,5%,11%,101%[activator],1%,-0.5
CCc1ccc(-c2cc(C(=O)N/N=C/c3ccco3)[nH]n2)cc1,u,11%,-3%,-6%,2%,-2%,99%[activator],3%,-0.2
CCCC/S(CC1CC1(Cl)Cl)=N\S(=O)(=O)c1ccc(C)cc1 (stereo not drawn),-13%,4%,-7%,2%,12%,1%,13%,8%,0.0
COc1ccc(C2N(C(C)=O)CCN2S(=O)(=O)c2ccc(C)cc2)cc1 (stereo not drawn),0%,1%,-6%,1%,14%,13%,-9%,-11%,0.4
COc1ccc(C)cc1NC(=O)N1CCN(c2cc(-c3noc(C)n3)ccc2C)CC1,37%[activator],-3%,-5%,-22%,0%,x,-3%,-7%[60.1 µM],-0.2
Cc1cccnc1NC(=O)c1cccc(S(=O)(=O)N2CCCc3ccccc32)c1,-12%,9%,-4%,8%,5%,-21%,4%,-21%,-0.3
C=CCn1c(SCC2CCCCO2)nc2sc(CC)cc2c1=O (stereo not drawn),0%,12%,-3%,6%,-23%,0%,-29%,-18%,-0.5
CCOC(=O)N1CCC(N2Cc3cccc(C(=O)NCc4ccc(OC)cc4)c3C2=O)CC1,-9%,x,-19%,x,16µM*,4%,x,x,-0.9
S=C(NNc1nc(Nc2ccccc2)nc(N2CCCCC2)n1)NC1CCCCC1,-10%,3%,-13%,u,-3%,-7%,65%[activator],1%,-0.3
COc1ccc(C(=O)O/N=C(\N)c2ccccn2)cc1[N+](=O)[O-],-11%,-6%,-10%,195%[activator],16%,11%,128%[activator],-3%,0.2
CCOC(=O)C(=O)Nc1ccccc1C(N)=O,-10%,5%,1%,178%[activator],1%,3%,-5%,-15%,0.2
CCOC(=O)CNS(=O)(=O)c1ccc(C(=O)O)cc1,-2%,9%,3%,-17%,10%,-1%,5%,-5%,0.4
COc1cc(NC(=O)N[C@H](C(=O)O)C(C)C)cc(OC)c1,-8%,0%,0%,21%,19%,5%,u,9%,-0.1
CCCCc1nc2ccccc2c(=O)n1NC(=O)c1c(O)c2cccc3c2n(c1=O)CCC3,-15%,x,-1%,x,17%,2%,x,x,-0.1
O=C(CSc1nc(C2CC2)nc2ccccc12)N1c2ccccc2Sc2ccccc21,-6%,5%,-4%,0%,-10%,-6%,-5%,-14%,0.8
COc1cccc(NC(=O)c2ccc(N3C(=O)C4CCC(C)CC4C3=O)cc2)c1 (stereo not drawn),x,12%,x,-9%,x,x,-10%,3%,x
Cc1cc2ncn(C(=O)c3c(-c4c(Cl)cccc4Cl)noc3C)c2cc1C,-6%,-1%,0%,0%[57.4 µM],-9%,-5%,-4%,-10%,0.0
COC(=O)C1=CN(Cc2ccc(C)cc2)C=C(C(=O)OC)C1c1cc(OC)c(OC)c(OC)c1,192%[activator],-4%,-8%,u,0%,19%,u,u,0.7
Cc1ccccc1-c1ncc(CN2CCN(C3CCCCC3)C(CCO)C2)cn1 (stereo not drawn),1%,5%,6%,2%,6%,1%,41%[activator],-4%,0.5
COc1ccc(CCN/C=C2/CC(=O)NC2=O)cc1OC,-11%,0%,7%,-36%,0%,2%,9%,-5%,1.0
O=C(CCc1ccccc1)N1CCCC1,-6%,-5%,-6%,0%,11%,4%,14%,3%,0.7
COc1ccc(-c2ccc(NS(=O)(=O)c3ccc(F)c(C(F)(F)F)c3)cc2)nn1,57%[activator],5%,-1%,-30%,-3%,x,u,-9%[60.1 µM],-0.6

Not all compounds are listed. The share of hits here may be higher or lower than overall.
